# Screening results (PubChem)
# TexasRed autofl: Texas Red region autofluorescence; Compound fluorescence, Texas Red channel, 547/618 nm; active compounds read high; max dye-equivalent concentration, M; actives 0.06% (n = 59,000); AID 587; in the data active = max dye-equivalent concentration above about 10 nM; inconclusive = between about 1.1 nM and that limit
#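 Spectral interference profiling: each compound concentration's relative fluorescence, read with a 547 nm excitation and 618 nm emission filter pair, was normalized to a per-plate Texas Red standard curve.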
# Pol III holo inh: blocks replication by bacterial DNA polymerase III holoenzyme. actives 0.25% (n = 71,000). reconstituted DNA polymerase III holoenzyme replication, biochemical. Potency, µM (top dose mostly 57.1 µM), for the others: top-dose activity change, negative = inhibition; note: potency is the fitted concentration of half-maximal effect; % is set by controls: 0 for no effect and ±100 for the full control effect
#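 Reconstituted *E. coli* holoenzyme (0.35 nM Pol III, 1 nM beta, 154 nM SSB, 2 nM primase) was preincubated with compound for 15 min at RT. Synthesis on 1.4 nM ssM13Gori ran 35 min, then was stopped with PicoGreen/EDTA and read as dsDNA fluorescence.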
# GFP derepression: epigenetic modulators derepressing GFP locus in mouse cells; mouse C127i GFP locus derepression, cytometry, 30 h; AID 597; actives 0.09% (n = 68,000); Potency, µM (top dose mostly 46.1 µM), without a hit: at the highest dose GFP derepression (activation); note: % of control where 0% means no effect
#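 Locus derepression in mouse mammary C127i cells whose integrated CMV-GFP reporter is normally silent; GFP expression after 30 h compound treatment was quantified by counting fluorescent cells.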
# 15-hLO inh: 15-hLO (ALOX15) enzyme inhibition. Potency, µM (highest dose often 57.1 µM), without a hit: top-dose activity change, negative = inhibition, hits mostly inhibitors. purified 15hLO-1, xylenol orange hydroperoxide absorbance. actives 1.4% (n = 74,000); note: potency is the fitted concentration of half-maximal effect; % is set by controls: 0 for no effect and ±100 for the full control effect; nearly all actives have a fitted effect of over 55% in size
# Target sequence (P16050 whole entry, looked up): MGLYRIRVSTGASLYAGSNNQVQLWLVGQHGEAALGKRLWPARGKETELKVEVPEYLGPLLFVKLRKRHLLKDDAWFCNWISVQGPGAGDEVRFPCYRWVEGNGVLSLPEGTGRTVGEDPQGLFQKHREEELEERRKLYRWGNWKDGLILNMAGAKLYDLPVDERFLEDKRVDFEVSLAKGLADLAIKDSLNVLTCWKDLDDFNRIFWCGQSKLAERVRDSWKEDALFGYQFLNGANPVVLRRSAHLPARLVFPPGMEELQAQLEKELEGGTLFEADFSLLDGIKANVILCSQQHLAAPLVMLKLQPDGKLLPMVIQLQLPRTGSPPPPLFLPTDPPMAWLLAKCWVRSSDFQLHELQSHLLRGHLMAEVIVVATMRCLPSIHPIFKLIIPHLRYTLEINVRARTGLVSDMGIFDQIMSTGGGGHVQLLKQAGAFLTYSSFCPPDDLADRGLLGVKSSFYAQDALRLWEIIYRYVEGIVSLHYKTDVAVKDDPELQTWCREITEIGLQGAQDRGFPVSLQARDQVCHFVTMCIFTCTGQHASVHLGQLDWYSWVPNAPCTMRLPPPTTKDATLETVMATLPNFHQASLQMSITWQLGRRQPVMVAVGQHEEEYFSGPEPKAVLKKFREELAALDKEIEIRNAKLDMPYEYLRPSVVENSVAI
#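 Inhibition is scored from a chromogenic endpoint. After 15 min enzyme-compound contact, arachidonic acid (50 uM final) reacts 6 min with 40 nM 15hLO-1 at room temperature, then Fe-XO reagent is added for 30 min and absorbance ratio recorded.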
# Rhodamine fluor: rhodamine region autofluorescence | Rhodamine-region fluorescence, 547/598 nm, Tris buffer; active compounds read high | max dye-equivalent concentration, M | actives 0.05% (n = 59,000) | AID 594; in the data active = max dye-equivalent concentration above about 11 nM; inconclusive = between about 1.1 nM and that limit
#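 Compounds in 100 mM Tris buffer, pH 8.0, were incubated 15 min at room temperature, then read at 547 nm excitation and 598 nm emission. Fluorescence was normalized against a per-plate six-point rhodamine standard curve as dye-equivalent concentration.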
# 4-MU autofl: 4-MU region autofluorescence. compound autofluorescence, 340/450 nm, 4-MU equivalents; active compounds read high. max dye-equivalent concentration, M. actives 11% (n = 59,000). AID 589; in the data active = max dye-equivalent concentration above about 10 nM; inconclusive = mostly about 1.1 nM to 9.6 nM
#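 Intrinsic fluorescence at 340/450 nm (ex/em) was read after 15 min at room temperature in pH 8.0, 100 mM Tris. Each compound concentration expressed as 4-MU-equivalent concentration from a six-point 4-MU standard series on each plate.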
# Ub-GFP proteasome: proteasome inhibitors stabilizing ubiquitin-GFP reporter | Ubiquitin-GFP reporter cells, proteasome inhibition, GFP fluorescence; response scale: untreated = 0%, 10 µM MG-132 = 100% | Potency, µM (top dose mostly 45.9 µM), without a hit: top-dose activation (GFP accumulation), hits mostly activators | 67,000 tested, under 10 active; active = well fitted activation curve with a large enough effect, not every such curve was filed as active; inconclusive = small, poorly fitted or top-dose-only effect, or another doubt; inactive = no such curve, though single readings can be large or run the other way; note: potency is the fitted concentration of half-maximal effect
#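 Proteasome blockade was scored as a rise in GFP-expressing U2OS cells carrying a ubiquitin(G76V)-GFP construct, imaged after 4 hr compound treatment at 37 °C across a 46 uM–2.9 nM series.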
# HBB splicing: alters splicing of the hemoglobin beta chain. actives 0.06% (n = 65,000). HBB splicing reporter cell assay, activation; EGFP reporter with mutant IVS2-654 intron; response scale: normalised to 500 nM splice-correcting PNA. AID 925. Potency, µM (highest dose often 46.1 µM), for inactives: at the highest dose activation, most hits filed as activators; note: potency is the fitted concentration of half-maximal effect; 0% is about no effect
#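 Compounds were applied for 2 days to HeLa EGFP-654 cells, 500/well in Optimem with 2% FCS. The reporter's EGFP is disrupted by mis-splicing of beta-globin intron IVS2-654. Readout: summed well GFP fluorescence from 488 nm laser scanning; reference was 500 nM antisense […] 654 PNA.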
# Hsp90 Hop PPI: changes Hsp90-Hop TPR2A binding signal, up or down. AlphaScreen TPR2A-His6 binding biotin-Hsp90 C-terminal peptide. Potency, µM (titrated, usually from 57 µM), without a hit: at the highest dose activity change, negative = inhibition. actives 0.44% (n = 71,000); active = well fitted curve in either direction with a large enough effect; inconclusive = small, poorly fitted or top-dose-only effect, or another doubt; note: potency is the fitted concentration of half-maximal effect; % is set by controls: 0 for no effect and ±100 for the full control effect; many of its hits are not listed in these tables
# HADH2 inhib: inhibitors of human HADH2 dehydrogenase; recombinant HADH2, NADH fluorescence, beta-hydroxybutyryl-CoA; Potency, µM (titrated, usually from 57.1 µM), without a hit: at the highest dose activity change, negative = inhibition, actives largely listed as inhibitors; actives 3.4% (n = 73,000); note: potency is the fitted concentration of half-maximal effect; % is set by controls: 0 for no effect and ±100 for the full control effect; nearly all actives have a fitted effect of over 60% in size; many of its hits are not listed in these tables
# Target sequence (Q99714 whole entry, looked up, one chain of several): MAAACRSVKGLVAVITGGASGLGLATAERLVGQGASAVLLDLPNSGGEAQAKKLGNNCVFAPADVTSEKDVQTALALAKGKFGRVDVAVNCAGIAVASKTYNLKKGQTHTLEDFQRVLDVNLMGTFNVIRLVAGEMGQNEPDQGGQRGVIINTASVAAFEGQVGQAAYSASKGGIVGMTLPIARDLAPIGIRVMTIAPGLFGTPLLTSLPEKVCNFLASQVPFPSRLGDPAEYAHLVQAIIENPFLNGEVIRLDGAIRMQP
#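 His-tagged recombinant enzyme from E. coli, 20 nM, preincubated 15 min RT with compound; reaction started with 1 mM NAD+ and 90 uM beta-hydroxybutyryl-CoA in 100 mM Tris-HCl pH 9.0. NADH fluorescence (ex 360/em 450) read over 4 min; last-minus-first difference.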
# Fluorescein fluor: compound fluoresces in the fluorescein spectral region; Compound autofluorescence, 480/540 nm, fluorescein-equivalent; active compounds read high; max fluorescein-equivalent concentration, M; actives 0.91% (n = 59,000); AID 593; in the data active = max fluorescein-equivalent concentration above about 10 nM; inconclusive = between about 1.1 nM and that limit
#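 Spectral profiling of library compounds in the fluorescein window (480 nm excitation, 540 nm emission) after 15 min at room temperature in pH 8.0 Tris (100 mM). Values are dye-equivalent concentrations.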
# Numbers without * were called inactive; i = inactive; ? = inconclusive; nt = no result given; ! = repeats disagree; [ ] = dose if it differs, or a comment. Unless noted, calls come from the whole dose curve; as a rule, active = well fitted curve in the direction sought with a large enough effect; inconclusive = small, poorly fitted or top-dose-only effect, or another doubt; inactive = no such curve, though single readings can be large; an effect the other way counts as inactive or inconclusive.
Compound,TexasRed autofl,Pol III holo inh,GFP derepression,15-hLO inh,Rhodamine fluor,4-MU autofl,Ub-GFP proteasome,HBB splicing,Hsp90 Hop PPI,HADH2 inhib,Fluorescein fluor
CN(C(=O)CN1CCC(NC(=O)C2CCCCC2)CC1)C1CCCCC1,i,-3%,-1%,-1%,i,i,-14%,-0.3%,1%,11%,i
CCOc1ccc(-n2c(SCC(N)=O)nc3c([nH]c4ccccc43)c2=O)cc1,nt,-6%,nt,-7%,nt,nt,-2%,-0.1%,-4%,-16%,nt
N#CC1=C2SCC(O)(c3ccccc3)N2C(=O)CC1c1cccs1 (stereo unspecified),i,-5%,0%,-19%,i,i,0%,-1.7%,-2%,-9%,i
CN(C)Cc1ccccc1-c1ccc2ncnc(NC3CC3)c2c1,i,-6%,2%[9.22 µM],2%,i,i,-1%,1.8%,-2%,5%,i
O=C(Cn1c(=O)oc2cc(S(=O)(=O)N3CCCC3)ccc21)N1CCN(c2ccccn2)CC1,nt,-2%,nt,2%,nt,nt,-3%,-0.9%,-2%[2.3 µM],6%,nt
COc1ccc2[nH]c(C(=O)O)c(CCC(=O)O)c2c1,i,-4%,4%,-1%,i,i,0%,-0.7%,-2%,25µM*,i
CCn1c(NCc2ccco2)nc2c1c(=O)n(C)c(=O)n2C,i,-5%,0%,2%,i,i,3%,-0.8%[57.5 µM],-2%,11%,i
O=C(NCc1ccc(Cl)cc1)c1cc(-c2cccs2)on1,i,0%,3%,-6%,i,i,3%,1.9%,-2%,2%,?
CC(C)COC[C@H](CN(Cc1ccccc1)c1ccccc1)N1CCCC1,i,-4%[25.6 µM],0%[20.6 µM],0%[25.6 µM],i,?,4%[20.5 µM],1.2%[20.6 µM],-10%[26 µM],3.2µM*!,?
Cc1cc(NC(=O)COc2cccc(C)c2C)no1,nt,7%,-2%,3%,nt,nt,0%,-0.4%,-3%,-8%,nt
Cc1cc(=O)oc2cc(OCC(O)CN3CCN(c4ccc(F)cc4)CC3)ccc12 (stereo unspecified),i,-2%,3%,7%,i,i,0%,1.0%[57.5 µM],-3%,?,?
CCOC(=O)c1cc2c(=O)n(C)c3ccccc3c2s1,?,4%,-1%,7%,i,1.9e-08M*,3%,-3.7%,2%,14%,i
Cc1ccc(Cn2ncc3c(N4CCCC4)ncnc32)cc1,i,-2%,6%,-17%,i,i,-11%,-0.6%,-1%,10%,i
COC(=O)C1=C(C)N(C)C(=O)NC1c1ccccc1 (stereo unspecified),i,-2%,-2%,14%,i,i,0%,nt,?,-5%,i
CCCS(=O)(=O)c1c(S(=O)(=O)CCC)c2c(N)cccn2c1C(=O)c1ccc(F)cc1,i,-8%,2%,10µM*,i,i,-2%,4.1%[0.369 µM],-27%,?,?
CCN(CC)C(=O)C1CC(c2ccc(OC)cc2)=NO1 (stereo unspecified),i,-2%,2%,9%,i,i,-2%,-2.0%,1%,0%,i
O=C(NC1CCCCC1)N1CCN(CCc2ccccc2)CC1,i,1%,2%,1%,i,i,0%,1.0%,-4%,13%,i
CCOc1cc(C)c(C(C)C)cc1S(=O)(=O)N1CCOCC1,i,-4%,2%,0%,i,i,-11%,-0.5%,10%,3%,i
O=C(CCc1nc(-c2ccccc2F)no1)Nc1ccc(Oc2ccccc2)cc1,i,6%,3%,?,i,i,-5%,1.0%,?,4%,i
Cn1c(=O)c2cc(S(=O)(=O)NCCC(=O)Nc3ccc(Cl)cc3)ccc2n(C)c1=O,i,-4%,-2%,2%,i,i,-3%,2.9%,1%,1%,i
Cc1cc(C)n2c(SCc3c(C)noc3C)nnc2n1,i,-2%,-3%,10%,i,i,-7%,0.4%,-1%,4%,i
CCN(C(=O)COc1cc(=O)n(CC)c2ccccc12)c1cc(Cl)ccc1OC,nt,-4%,0%,1%,nt,nt,21%,-0.5%,-2%,-7%,nt
CC(C)n1cc(/C=C(\C#N)S(=O)(=O)c2ccccc2)c2ccccc21,i,-2%,7%,-15%,i,1e-08M*,12%,1.9%,24%,8%,i
Cc1ccc(C2CC(c3ccc(F)cc3)Nc3nc(N)nn32)cc1 (stereo unspecified),nt,-2%,nt,-5%,nt,nt,-14%,-0.1%,-3%[2.3 µM],-4%,nt
Cn1c(O)c(C=Nc2ccc(Cc3ccncc3)cc2)c(=O)n(C)c1=O,i,nt,-3%[20.6 µM],nt,i,?,nt,nt,nt,nt,?
CCOC(=O)c1c(-c2ccsc2)csc1N,i,0%,1%,?,i,1.6e-08M*,-4%,nt,-5%,3.2µM*,i
O=C(O)C1C2C=CC3(CN(Cc4ccncc4)C(=O)C13)O2 (stereo unspecified),i,-1%,0%,6%,i,i,4%,-4.6%,-1%,9%,?
CCN1C(=O)/C(=C/N2CC(C)CC(C)C2)SC1=S (stereo unspecified),?,3%,0%,-4%,i,?,-5%,2.9%[1.84 µM],-5%,14%,i
COc1ccc([C@@H](Nc2ccccn2)c2cc(C(C)(C)C)cc(C(C)(C)C)c2O)cc1,i,-14%[11.4 µM],2%[9.22 µM],8%[11.4 µM],i,i,0%[9.17 µM],4.8%[9.22 µM],-1%[11 µM],4%[11.4 µM],i
CC(NC(=O)c1ccccc1NC(=O)c1ccco1)C(=O)O (stereo unspecified),i,15%,-1%,0%,i,i,-2%,1.5%,-1%,-1%,i
CN=C1N[C@H](c2ccccc2)N(c2ccccc2)S1,nt,-4%,0%,0.79µM*,nt,nt,-5%,nt,-2%,?,nt
Cc1nc(N)sc1-c1nnc(SCC(=O)Nc2nccs2)n1C,?,-1%,0%,-1%,i,i,-1%,0.7%,-1%,-18%,i

# 4 of these compounds in a different format.
# Each structure is followed by: TexasRed autofl	Pol III holo inh	GFP derepression	15-hLO inh	Rhodamine fluor	4-MU autofl	Ub-GFP proteasome	HBB splicing	Hsp90 Hop PPI	HADH2 inhib	Fluorescein fluor
CCN1C(=O)/C(=C/N2CC(C)CC(C)C2)SC1=S (stereo unspecified)
    ?	3%	0%	-4%	i	?	-5%	2.9%[1.84 µM]	-5%	14%	i
COc1ccc([C@@H](Nc2ccccn2)c2cc(C(C)(C)C)cc(C(C)(C)C)c2O)cc1
    i	-14%[11.4 µM]	2%[9.22 µM]	8%[11.4 µM]	i	i	0%[9.17 µM]	4.8%[9.22 µM]	-1%[11 µM]	4%[11.4 µM]	i
CC(NC(=O)c1ccccc1NC(=O)c1ccco1)C(=O)O (stereo unspecified)
    i	15%	-1%	0%	i	i	-2%	1.5%	-1%	-1%	i
CN=C1N[C@H](c2ccccc2)N(c2ccccc2)S1
    nt	-4%	0%	0.79µM*	nt	nt	-5%	nt	-2%	?	nt

# Additional entries.
Compound,TexasRed autofl,Pol III holo inh,GFP derepression,15-hLO inh,Rhodamine fluor,4-MU autofl,Ub-GFP proteasome,HBB splicing,Hsp90 Hop PPI,HADH2 inhib,Fluorescein fluor
Cn1c(CN2CCCCC2)nc2cc(NC(=O)c3cccs3)ccc21,i,-10%,3%,13%,i,i,1%,-1.4%,-6%,-1%,i
O=C(COc1ccc(S(=O)(=O)N2CCCC2)cc1Cl)NCc1ccc2c(c1)OCO2,i,-3%,3%,-4%,i,i,-6%,-1.4%,-4%,1%,i
CC(=O)Nc1cc(NC(C)=O)c(CC(C)C)s1,nt,-4%,2%,-4%,nt,nt,-6%,1.3%,-6%,3%,nt
CN1C(=O)CC(N2CCC(c3nc4ccccc4s3)CC2)C1=O (stereo unspecified),i,-3%,-2%,9%,i,i,9%,1.2%,-3%,-1%,i
CCCCCOc1ccc(CN2CCOCC2)cc1Cl,i,-1%,4%,7%,i,i,-5%,-0.3%[57.5 µM],26%,3%,i
CCc1oc2ccccc2c1C(=O)c1cc(Br)c(O)c(Br)c1,?,-10%[11.4 µM],0%[20.6 µM],-10%[11.4 µM],i,?,-8%[9.17 µM],3.1%[9.22 µM],-1%[11 µM],4%[11.4 µM],?
CCCS(=O)(=O)N1CCC(C(=O)N2CCCC2)CC1,i,-9%,2%,3%,i,i,-9%,-0.6%,-6%,0%,i
COC(=O)c1ccccc1NC(=O)c1cc(C2CC2)on1,nt,-3%,1%,5%,nt,nt,-3%,-1.0%,14%,8%,nt
CCNC(=O)c1c(N)sc2c1CCCCC2,nt,-3%,0%,?,nt,nt,-20%,-3.8%,-6%,?,nt
CCCCNC(=O)c1ccc2c(c1)ncn2C1CCCCC1,?,2%,4%,12%,i,i,-2%,-2.6%,-8%,8%,i
COc1cccc(Cn2c(=O)c(CCc3ccccc3)nc3cnc(N4CCN(C)CC4)nc32)c1,i,10%,0%[9.22 µM],-15%,i,?,2%,2.2%,-4%,7%,i

# An excerpt, so the mix of outcomes need not match the whole.
